# HSF1 activator = HSF-1 activators, primary screen, NIH3T3-HGL cells, MG132 stress, luminescence, single point. NIH3T3-HGL HSF-1 luciferase reporter, 8 h; 100% = twice DMSO control signal. activation, % at 9 µM. hit rate 1.7% among 300,000. AID 504408, 2011;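 active = mean replicate activation of at least 50% with a set share of replicates each reaching 50%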;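 also: 0% = median of the neutral control wells and 100% = twice that signal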
# GSK3beta inhib = human GSK3beta kinase inhibitors, primary screen, biochemical, cell-free homogeneous, HTS; hit rate 0.038% among 300,000; GST-GSK3beta kinase, ADP-Glo luminescence, 60 min; active compounds read low; activity score (negative = inhibition), % at 10 µM; AID 2097, 2009; Glycogen synthase kinase-3 beta (Homo sapiens), P49841;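 active = more than half of replicate wells score below -50%, meaning over 50% inhibition versus plate controls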;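 also: 0% = median DMSO wells and -100% = median GW8510 positive control wells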
# Target sequence (P49841 whole entry, looked up): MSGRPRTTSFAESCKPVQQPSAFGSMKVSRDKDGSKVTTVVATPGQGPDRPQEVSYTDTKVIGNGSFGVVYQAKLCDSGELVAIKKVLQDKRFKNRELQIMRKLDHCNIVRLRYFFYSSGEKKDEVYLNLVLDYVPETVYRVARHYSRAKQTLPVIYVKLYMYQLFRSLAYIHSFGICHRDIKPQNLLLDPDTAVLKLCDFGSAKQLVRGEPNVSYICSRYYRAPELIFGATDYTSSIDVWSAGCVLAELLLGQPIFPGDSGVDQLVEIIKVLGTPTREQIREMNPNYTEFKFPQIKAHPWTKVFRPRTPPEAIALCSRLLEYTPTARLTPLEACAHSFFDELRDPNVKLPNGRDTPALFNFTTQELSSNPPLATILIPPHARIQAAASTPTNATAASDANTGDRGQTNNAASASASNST
#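 Test system: GST-tagged human GSK3beta kinase, cell-free; evaluation: activity score scaled between in-plate DMSO and GW8510 controls; measured by: ADP-Glo luminescence; incubation: 60 min reaction, RT; benchmarks: DMSO and 20 µM GW8510; reagent: peptide substrate plus 25 µM ATP (final); medium: Tris/MgCl2 kinase buffer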
# HSP90 inh = HSP90 inhibitors, primary screen, cell lysate, luminescence | Heat shock protein HSP 90 (rabbit reticulocyte lysate; luciferase refolding) | Rabbit reticulocyte lysate, luciferase refolding luminescence, 3 h | inhibition, % at 5.6 µM | hit rate 0.91% among 290,000;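 active = inhibition above the screen-wide mean plus 3 SD, computed separately per campaign, cut at about 16% in these data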;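 also: 0% = DMSO wells and 100% = 60 µM geldanamycin wells; inhibitors lower the luminescence because luciferase stays unfolded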
# IEC-6 cytotox = cytotoxicity in IEC-6 intestinal epithelial cells, primary screen, cytotoxicity control for KLF5 inhibitor project, cell-based, luminescence; IEC-6 cytotoxicity, luminescence viability; inhibition, % at 5 µM; hit rate 0.78% among 290,000; AID 1825, 2009; in the data active = inhibition above about 22%;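 also: 0% = plate median of test compound wells and 100% = cytotoxic reference compound wells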
# KLF5 inh = KLF5 expression inhibitors, primary screen, DLD-1 cells, luminescence | DLD-1 KLF5 promoter-luciferase reporter | inhibition, % at 5 µM | hit rate 0.23% among 290,000;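 active = inhibition above a per-plate limit of that plate's mean compound inhibition plus 3 SD, cut at about 60% in these data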;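 also: 0% = DMSO wells and 100% = LY294002 at 200 µM; higher means less KLF5 promoter-driven luciferase light; inactives centre near -14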
# GSK3 alpha inh = blockers of GSK3A enzyme activity – biochemical, luminescence, cell-free homogeneous, HTS, primary screen; Glycogen synthase kinase-3 alpha (Homo sapiens), P49840; hit rate 0.1% among 320,000; GSK-3 alpha kinase, ADP-Glo luminescence, 60 min; AID 2650, 2010; inhibition, % at 10 µM;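 in the data active = inhibition above about 50%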;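 also: GST-tagged GSK-3 alpha with peptide substrate and 25 µM ATP; 0% = DMSO neutral wells and 100% = GW8510 positive control wells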
# Target sequence (P49840 whole entry, looked up): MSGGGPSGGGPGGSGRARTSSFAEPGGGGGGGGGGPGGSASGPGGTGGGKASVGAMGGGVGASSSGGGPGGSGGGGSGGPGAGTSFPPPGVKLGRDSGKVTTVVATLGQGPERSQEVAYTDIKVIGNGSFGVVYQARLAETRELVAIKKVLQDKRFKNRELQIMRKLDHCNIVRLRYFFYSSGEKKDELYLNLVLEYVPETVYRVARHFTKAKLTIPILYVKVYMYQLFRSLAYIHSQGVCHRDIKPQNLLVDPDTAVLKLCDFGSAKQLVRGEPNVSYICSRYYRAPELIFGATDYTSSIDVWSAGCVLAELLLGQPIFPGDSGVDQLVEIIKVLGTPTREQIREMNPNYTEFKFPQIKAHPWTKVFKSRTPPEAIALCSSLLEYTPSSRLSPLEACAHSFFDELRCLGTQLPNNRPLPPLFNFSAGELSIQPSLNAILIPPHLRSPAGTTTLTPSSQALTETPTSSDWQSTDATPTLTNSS
# PolyA inhibitor = polyadenylation inhibitors in yeast reporter cells, primary screen, luminescence, S. cerevisiae; S. cerevisiae SKY197-pL101 polyadenylation reporter, beta-gal luminescence; efflux-impaired pdr1/pdr3 knockout yeast; score 100 = 6 SD above DMSO; hit rate 0.02% among 300,000; calls only at 12 µM; AID 1875, 2009;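 active = lowest replicate activity score at least 50, where 100 means six control SD above control mean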;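 also: yeast exposed to compound for 9 h at 30 °C; higher score means more reporter readthrough which indicates perturbed polyadenylation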
# AI-2 QS mod = Vibrio harveyi AI-2 quorum sensing modulators, primary screen, JMH597 strain, luminescence/OD600 ratio | hit rate 0.4% among 300,000 | activity change, % at 7.5 µM | Vibrio harveyi JMH597 AI-2 luminescence/OD600 ratio, 9 h; active compounds read low; strain lacks LuxN and CqsS sensors; 0 = neutral-control median; in the data active = activity change below about -75%, passing the limit was not always enough;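 also: luminescence divided by OD600 gain over 9 h not by final OD600 alone; inactives centre near 13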
# HSF1 inhib = HSF1 inhibitors in luciferase reporter cells, primary screen, cell-based, NIH3T3, luminescence | hit rate 0.77% among 300,000 | activity change, negative = inhibition, % at 7.5 µM (by protocol) | NIH3T3-HGL HSE-luciferase, MG132-induced, luminescence 8 h; active compounds read low | AID 2098, 2009;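 active = more than half of replicate wells show activity change below -50%, luminescence cut by over half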;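 also: luciferase reports HSF-1 transcriptional activity via heat shock element; 0% = median of DMSO wells and -100% = zero luminescence signal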
# aSyn 5UTR inh = MLPCN primary screen, SNCA 5' untranslated region; alpha-synuclein 5'UTR reporter, inhibitor activity; inhibition, % (tested at 7.5 µM); hit rate 0.82% among 300,000; AID 1813, 2009; in the data active = inhibition above about 60%;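 also: H4 neuroglioblastoma cells stably carrying SNCA 5'UTR luciferase fusion; 0% = DMSO wells and 100% = positive control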
# Numbers without * were called inactive; i = inactive; nt = not tested or not shown.
# Sequence of screens: HSF1 activator	GSK3beta inhib	HSP90 inh	IEC-6 cytotox	KLF5 inh	GSK3 alpha inh	PolyA inhibitor	AI-2 QS mod	HSF1 inhib	aSyn 5UTR inh
C#CCOc1ccc(OC)cc1C(c1c(C)[nH][nH]c1=O)c1c(C)[nH][nH]c1=O
    -6	5	-1	-5	-17	-1	i	9	-1	-1
Cc1nc(-c2noc(-c3ccc(Cl)cc3)n2)c(C(F)(F)F)o1
    25	0	3	4	6	-1	i	-4	4	-103
COc1ccc2cc3c(N)nn(C(=O)c4ccc(Cl)c([N+](=O)[O-])c4)c3nc2c1
    -25	6	-5	-4	-6	-1	i	17	-31	19
CC(=O)C1=C(C)OC(N)=C(C#N)C1c1cccc([N+](=O)[O-])c1 (stereo unspecified)
    2	-2	2	5	-11	11	i	22	1	-17
CN(C(=O)COC(=O)c1ccc2c(=O)n3c(nc2c1)CCC3)C1CCS(=O)(=O)C1 (stereo unspecified)
    7	1	-3	1	-19	-4	i	3	-4	-3
Cc1ccc(-c2cc(C)nc3nc(N)nn23)cc1
    -2	3	10	1	-19	1	i	21	3	-3
Cc1cc(C)nc(NC(N)=S)n1
    -9	0	1	0	-10	nt	i	23	-12	15
COc1cccc(COCCN2CCN(S(=O)(=O)c3ccc(C)cc3)CCC2=O)c1
    -3	1	4	4	-5	-1	i	22	7	23
O=C(CSc1c2c(nc3ccc(Cl)cc13)CCCC2)NCCCN1CCOCC1
    68*	-1	-2	-1	-37	10	i	11	41	3
CC1(C)C2CCC(C2)C1(C)NC(=O)CNCC1CCCCC1 (stereo unspecified)
    9	5	-1	0	-1	nt	i	18	0	5
O=C(CSc1nnc(NC(=O)c2c(F)cccc2F)s1)NCc1ccccc1
    -3	-17	-3	2	-9	-3	i	20	1	-13
COCc1cc(C)nc(SCc2ccc([N+](=O)[O-])cc2)c1C#N
    19	-3	5	0	-11	-3	i	14	8	16
CC(=O)c1ccc(NC(=O)CCn2c(=O)oc3ccccc32)cc1
    44	2	-6	-10	-8	-1	i	13	5	-1
CN(C)S(=O)(=O)c1cccc(C(=O)Nc2ccc3c(c2)CCC3)c1
    -8	-1	4	7	-164	0	i	-3	-1	-115
c1cncc(-c2nn3cnnc3s2)c1
    -20	1	-2	-5	-13	10	i	7	-7	-14

# The list goes on:
# Sequence of screens: HSF1 activator	GSK3beta inhib	HSP90 inh	IEC-6 cytotox	KLF5 inh	GSK3 alpha inh	PolyA inhibitor	AI-2 QS mod	HSF1 inhib	aSyn 5UTR inh
S=c1[nH]nc(NCCc2ccccc2)s1
    4	2	4	6	0	-3	i	-6	-4	-16
Cc1cccc(C)c1NC(=O)c1cc(S(=O)(=O)N2CCOCC2)cn1C
    -2	5	0	-1	-1	-5	i	34	-1	-16
O=C(COC(=O)c1cccc(S(=O)(=O)N2CCc3ccccc32)c1)Nc1ccc(Cl)cn1
    30	-4	1	2	-38	1	i	35	17	-15
CC(=O)Nc1ccc(/C=C(\C#N)C(=O)NCc2ccccc2)cc1
    11	0	2	-3	-23	2	i	10	0	-23
CCc1ccc(OCC(=O)NC(C)(C)C)cc1
    9	-2	5	7	-8	2	i	22	9	-10
O=[N+]([O-])c1ccc(Sc2cccc[n+]2[O-])c2nonc12
    nt	-2	24*	100*	13	nt	i	-129*	-9	85*
NC(=O)C1CCN(CC(=O)c2c[nH]c3ccc(F)cc23)CC1
    6	1	4	-1	-18	0	i	12	-7	-12
C#CCn1c(=NC(=O)CSC(C)=O)sc2cc(F)ccc21
    11	1	7	-2	-9	-1	i	23	0	6
CC(C(=O)Nc1ccccc1)N(c1cccc(Cl)c1)S(C)(=O)=O (stereo unspecified)
    15	2	-5	-4	-25	1	i	0	-1	7
Cc1nnc(SCC(=O)NC2CC2)n1CC1CCCO1 (stereo unspecified)
    -6	-1	-1	2	-28	2	i	-15	-5	3
N#C/C(=C/c1cn[nH]c1-c1cccc(Br)c1)C(=O)O
    -8	-5	8	9	-38	10	i	14	2	3
Cc1ccc(N2CC3=C(C2=O)C(c2ccccc2)NC(=O)N3C)cc1 (stereo unspecified)
    -15	-3	-1	1	-16	-1	i	14	-18	9
Cc1ccc(-c2nnn(CC(=O)N3CCC(C)CC3)n2)o1
    17	0	2	2	-30	-1	i	11	3	7
CC(=O)Nc1c2c(nn1-c1cccc(Cl)c1)CS(=O)C2 (stereo unspecified)
    19	1	1	-1	-21	-2	i	39	4	2
CC(=O)C1=C(O)C(=O)N(c2ccc(O)cc2)C1c1ccccc1F (stereo unspecified)
    -14	-1	-2	-5	-9	0	i	21	-6	1

# A stretch taken from the entries so far, for reference:
# Sequence of screens: HSF1 activator	GSK3beta inhib	HSP90 inh	IEC-6 cytotox	KLF5 inh	GSK3 alpha inh	PolyA inhibitor	AI-2 QS mod	HSF1 inhib	aSyn 5UTR inh
S=c1[nH]nc(NCCc2ccccc2)s1
    4	2	4	6	0	-3	i	-6	-4	-16
Cc1cccc(C)c1NC(=O)c1cc(S(=O)(=O)N2CCOCC2)cn1C
    -2	5	0	-1	-1	-5	i	34	-1	-16
O=C(COC(=O)c1cccc(S(=O)(=O)N2CCc3ccccc32)c1)Nc1ccc(Cl)cn1
    30	-4	1	2	-38	1	i	35	17	-15
CC(=O)Nc1ccc(/C=C(\C#N)C(=O)NCc2ccccc2)cc1
    11	0	2	-3	-23	2	i	10	0	-23
CCc1ccc(OCC(=O)NC(C)(C)C)cc1
    9	-2	5	7	-8	2	i	22	9	-10
O=[N+]([O-])c1ccc(Sc2cccc[n+]2[O-])c2nonc12
    nt	-2	24*	100*	13	nt	i	-129*	-9	85*
NC(=O)C1CCN(CC(=O)c2c[nH]c3ccc(F)cc23)CC1
    6	1	4	-1	-18	0	i	12	-7	-12
C#CCn1c(=NC(=O)CSC(C)=O)sc2cc(F)ccc21
    11	1	7	-2	-9	-1	i	23	0	6
CC(C(=O)Nc1ccccc1)N(c1cccc(Cl)c1)S(C)(=O)=O (stereo unspecified)
    15	2	-5	-4	-25	1	i	0	-1	7
Cc1nnc(SCC(=O)NC2CC2)n1CC1CCCO1 (stereo unspecified)
    -6	-1	-1	2	-28	2	i	-15	-5	3
N#C/C(=C/c1cn[nH]c1-c1cccc(Br)c1)C(=O)O
    -8	-5	8	9	-38	10	i	14	2	3
Cc1ccc(N2CC3=C(C2=O)C(c2ccccc2)NC(=O)N3C)cc1 (stereo unspecified)
    -15	-3	-1	1	-16	-1	i	14	-18	9

# Following part.
# Sequence of screens: HSF1 activator	GSK3beta inhib	HSP90 inh	IEC-6 cytotox	KLF5 inh	GSK3 alpha inh	PolyA inhibitor	AI-2 QS mod	HSF1 inhib	aSyn 5UTR inh
O=c1c(O[C@@H]2O[C@H](CO)[C@@H](O)[C@H](O)[C@H]2O)c(-c2ccc(O)c(O)c2)oc2cc(O)cc(O)c12
    -8	-47	0	-6	-19	nt	i	15	1	7
O=C(Nc1cc(S(=O)(=O)N2CCCCC2)ccc1O)c1ccccc1NS(=O)(=O)c1ccc(F)cc1
    4	5	-9	-9	-57	-3	i	32	10	-5
COc1ccc(OCCCN(C)Cc2ccccc2)cc1
    -3	2	-7	-8	-10	0	nt	12	-1	11
Cc1cccc(NC(=O)c2sc(Cl)nc2-c2ccccc2)c1
    38	2	0	-3	-21	25	i	9	16	-27
O=C(Cn1cnnn1)Nc1cccc([N+](=O)[O-])c1
    -7	-1	-1	-7	-3	-2	i	17	-1	-14
CC(NS(=O)(=O)c1ccccc1)C(=O)NCCc1ccccn1 (stereo unspecified)
    5	0	-5	-1	-5	-1	i	-4	-4	-5
COc1ccc(S(=O)(=O)N2CCN(C(=O)CN3C(=O)NC4(CCCC4)C3=O)CC2)cc1
    -14	-1	0	1	-27	-2	i	12	2	8
NC(=O)CC(NC(=O)Cc1cccc2ccccc12)c1ccc(NCc2cc(F)ccc2F)c([N+](=O)[O-])c1 (stereo unspecified)
    -1	1	nt	nt	nt	-2	i	8	2	-8
Cc1cc2nsnc2c(S(=O)(=O)NCC(=O)O)c1C
    -12	1	-1	-2	-32	5	i	7	-5	-6
Cc1cccc(C)c1NC(=S)N1CCCN(Cc2ccc(F)cc2)C1
    nt	-3	-1	4	-18	0	i	20	nt	8
CCCCNC(=O)N(CC)c1c(N)n(Cc2ccccc2)c(=O)[nH]c1=O
    -10	1	-1	3	-13	4	i	7	-3	17
O=C(Nc1n[nH]c(C(F)(F)F)n1)c1cccs1
    nt	-1	4	-1	3	-1	i	12	nt	5
COc1ccc(C(=O)OCC[N+]2(C)CCCCC2)cc1
    41	1	1	3	-23	1	i	3	10	9
O=c1[nH]c(/C(Cl)=C/c2c(F)cccc2Cl)nc2cc(Cl)ccc12
    6	-3	-6	0	-8	1	i	10	-5	-14
COC(C(=O)N/N=C(\C)CC(=O)Nc1ccc(N(C)C)cc1)c1ccccc1 (stereo unspecified)
    -4	2	4	-6	-14	0	i	16	-2	7

# New compounds follow:
# Sequence of screens: HSF1 activator	GSK3beta inhib	HSP90 inh	IEC-6 cytotox	KLF5 inh	GSK3 alpha inh	PolyA inhibitor	AI-2 QS mod	HSF1 inhib	aSyn 5UTR inh
C=CCN1C(=O)C(Cc2ccccc2Cl)SC1=Nc1ccc(C(=O)O)cc1 (stereo unspecified)
    13	-6	8	8	-3	-4	i	34	4	7
CCCCNc1nc2ccccc2n1CC(=O)Nc1c(C)cccc1CC
    9	-3	2	1	-10	-2	i	16	3	-30
CCOC(=O)C1CCN(CC(=O)c2c(C)[nH]c3cc(C)ccc23)CC1
    20	2	-2	1	8	1	i	29	15	15
Cc1ccccc1OCCn1c(=S)[nH]c2c(N)ncnc21
    15	-1	2	2	-1	-1	i	0	2	3
Cc1ccc(NC(=O)N2CCC(NC(=O)c3ccccc3C)CC2)cc1
    30	-4	-1	3	-15	0	i	19	22	19
Cc1nc(Nc2ccc(Cl)c(Cl)c2)sc1C(=O)Nc1ccccc1
    30	-25	6	3	-5	nt	i	2	20	-42
CCn1c(C)c(C)c2cc(C(=O)NCCCN3CCCCC3C)ccc21 (stereo unspecified)
    -3	10	4	-2	-21	3	i	-2	4	-13
O=C(O)c1cccc(S(=O)(=O)N2CCCC(c3nc4c(nnn4Cc4ccc(F)cc4)c(=O)[nH]3)C2)c1 (stereo unspecified)
    17	3	4	-11	6	4	i	6	-7	-1

# Only part of the results is shown; the hit share may differ from the screen's.
